MEKK3 PB1 HTS: raises or lowers MEK5 binding to the human MEKK3 PB1 domain; 290,000 compounds, 1.4% hits; bead-based flow cytometry, Alexa488-MEK5 binding to MEKK3; actives lie on both sides; 0 = blocked by unlabeled MEK5, 100 = vehicle; Q99759; binding response (% of control), % at 10 µM; AID 1529;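 active = binding response more than 3 SD above or below the average of its plate-row segment, actives on both sides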;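 also: Alexa488 bead fluorescence after subtracting the streptavidin-only scavenger bead signal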
Target sequence (Q99759 whole entry, looked up, the tested form may be a part): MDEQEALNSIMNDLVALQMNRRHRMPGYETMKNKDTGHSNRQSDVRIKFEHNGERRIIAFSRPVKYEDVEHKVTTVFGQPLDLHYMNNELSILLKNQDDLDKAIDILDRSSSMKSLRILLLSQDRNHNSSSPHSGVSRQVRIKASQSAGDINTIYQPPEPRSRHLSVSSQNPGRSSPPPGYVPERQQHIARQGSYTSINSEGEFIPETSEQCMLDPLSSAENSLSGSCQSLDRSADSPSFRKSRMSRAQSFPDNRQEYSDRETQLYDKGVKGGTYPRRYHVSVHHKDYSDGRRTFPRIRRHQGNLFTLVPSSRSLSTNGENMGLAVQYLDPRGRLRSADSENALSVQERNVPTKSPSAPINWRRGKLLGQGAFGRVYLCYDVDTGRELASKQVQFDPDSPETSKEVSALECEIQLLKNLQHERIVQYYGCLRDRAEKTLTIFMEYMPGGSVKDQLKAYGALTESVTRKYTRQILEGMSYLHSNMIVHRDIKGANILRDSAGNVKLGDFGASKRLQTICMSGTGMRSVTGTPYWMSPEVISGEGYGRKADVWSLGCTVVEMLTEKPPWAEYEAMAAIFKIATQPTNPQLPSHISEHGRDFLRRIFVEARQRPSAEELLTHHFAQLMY
GalR3 antagonist: human GalR3 antagonism | O60755 | HEK293 GalR3-CNG cAMP membrane potential fluorescence; galR3 body fused to GalR1 C-terminus | inhibition, % at 3 µM | 360,000 compounds, 0.44% hits;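 active = inhibition above the screen-wide average plus 3 SD, cut at about 13% in these data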;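 also: forskolin and galanin both at EC90 stimulate the cells; cAMP rise reported by CNG channel membrane potential dye signal; 0% = forskolin plus galanin with DMSO and 100% = forskolin alone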
Target sequence (O60755 1-299 limits assumed): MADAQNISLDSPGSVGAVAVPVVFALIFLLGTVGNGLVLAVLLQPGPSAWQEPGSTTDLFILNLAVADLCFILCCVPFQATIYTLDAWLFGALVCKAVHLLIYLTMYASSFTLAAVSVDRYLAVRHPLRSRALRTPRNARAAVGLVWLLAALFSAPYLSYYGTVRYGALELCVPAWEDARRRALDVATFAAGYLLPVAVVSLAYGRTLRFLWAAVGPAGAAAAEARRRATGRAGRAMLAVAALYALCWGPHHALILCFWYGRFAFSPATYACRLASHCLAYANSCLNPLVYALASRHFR
CRFBP-R2 agonist: agonists of human CRF-binding protein/CRF-R2 receptor complex | HEK293 CRF-R2/CRF-BP, calcium dye fluorescence (FLIPR); percent of saturating CRF peptide response | activation, % at 13.2 µM | 350,000 compounds, 0.46% hits | AID 588473;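 active = activation of at least 50%, plus an integration ratio under a set limit after plate pattern correction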;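 also: plate controls were neutral control wells without compound for no effect and CRF at EC100 for full effect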
CRFBP-R2 block: CRF-BP/CRF-R2 complex antagonism; HEK293 CRF-R2/CRF-BP, CRF-induced calcium fluorescence; inhibition, % at 11.8 µM; 350,000 compounds, 0.59% hits;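 active = inhibition of the ligand-induced calcium signal above about 50% at the single tested concentration, limit read from the data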
MEKK2mut PB1 HTS: signal of MEK5 binding to mutant human MEKK2 PB1 domain; bead flow cytometry, Alexa488-MEK5 binding to MEKK2 mutant; percent response, % at 10 µM; 290,000 compounds, 0.35% hits; AID 1530; in the data active = percent response above about 24%, passing the limit was not always enough; also: inactives centre near 1; some results filed as inactive read as strong as hits
MEKK2 WT-MEK5: raises or lowers MEK5 binding to wildtype human MEKK2 PB1 domain; Q9Y2U5; binding response (% of control), % at 10 µM; 290,000 compounds, 1.1% hits; AID 1531; bead flow cytometry, Alexa488-MEK5 binding to MEKK2 WT; actives lie on both sides; in the data active = binding response below about 67% or above about 130%
NS3 helicase inh: blocks Hepatitis C virus NS3 helicase unwinding. NS3 helicase DNA unwinding, Cy5 molecular beacon fluorescence. inhibition, % at 10.9 µM. 290,000 compounds, 0.56% hits;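 active = inhibition above the mean of all tested compounds plus 3 SD, set per campaign, cut at about 35% in these data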;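 also: 0% = DMSO wells and 100% = thioflavine S control wells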
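assay system = NS3 helicase fragment of HCV | buffer or medium = MOPS pH 6.5, MgCl2, DTT, Tween20, BSA | timing = 60 min unwinding reaction at 25 °C after ATP addition | signal = Cy5 beacon fluorescence read at start and 1 h | read-out basis = % inhibition of unwinding | control set = low DMSO, high thioflavine S at 110 µM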
FID counter: counter-screen for HCV NS3 helicase inhibitors: DNA intercalator displacement. DNA fluorescent intercalator displacement, fluorescence. inhibition, % at 7.9 µM. 290,000 compounds, 0.17% hits. AID 1845; in the data active = inhibition above about 37%;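 also: 0% = vehicle and 100% = reference compound; higher means more ethidium bromide displaced from hairpin DNA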
SUMO HTRF inh: inhibitors of human SUMOylation (UBC9); AID 2006; 290,000 compounds, 0.36% hits; inhibition, % at 35 µM; HTRF SUMOylation assay, SAE1/SAE2 + UBC9, in vitro; in the data active = inhibition above about 50%, passing the limit was not always enough; also: strong numbers were not always called active
Target sequence (P63279 whole entry, looked up): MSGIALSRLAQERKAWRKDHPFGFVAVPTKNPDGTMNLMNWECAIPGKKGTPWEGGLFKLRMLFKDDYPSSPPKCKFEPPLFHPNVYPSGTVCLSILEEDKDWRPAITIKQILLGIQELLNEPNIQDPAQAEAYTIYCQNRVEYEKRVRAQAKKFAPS
* = called active by the depositor. A portion of the library; count on the stated rates, not on these rows.

A first look:
For Cc1cc(C)c(C)c(S(=O)(=O)N2CCN(Cc3nc4ccccc4[nH]3)CC2)c1C the results were MEKK3 PB1 HTS 103, GalR3 antagonist -3, CRFBP-R2 agonist -2.0, CRFBP-R2 block -11, MEKK2mut PB1 HTS 5, MEKK2 WT-MEK5 107, NS3 helicase inh 1, FID counter -15 and SUMO HTRF inh -28.
`Cc1cc(C)n2nc(C(=O)N/N=C/c3ccc(Cl)cc3)nc2n1` gave MEKK3 PB1 HTS 108, GalR3 antagonist -6, CRFBP-R2 agonist -0.8, CRFBP-R2 block -4, MEKK2mut PB1 HTS 4, MEKK2 WT-MEK5 101, NS3 helicase inh 1, FID counter 4 and SUMO HTRF inh 8.
Screening CCNCc1nc2cc(OC)c(OC)cc2c(=O)[nH]1 returned MEKK3 PB1 HTS 100, GalR3 antagonist -6, CRFBP-R2 agonist 1.6, CRFBP-R2 block 3, MEKK2mut PB1 HTS -2, MEKK2 WT-MEK5 98, NS3 helicase inh 2, FID counter -7 and SUMO HTRF inh 19.
Screening O=C(CCc1ccccc1)NCc1ccccn1 returned MEKK3 PB1 HTS 94, GalR3 antagonist -4, CRFBP-R2 agonist 0.5, CRFBP-R2 block 2, MEKK2mut PB1 HTS 1, MEKK2 WT-MEK5 93, NS3 helicase inh 8, FID counter -3 and SUMO HTRF inh 23.

This part in full, repeating the preview:
For Cc1cc(C)c(C)c(S(=O)(=O)N2CCN(Cc3nc4ccccc4[nH]3)CC2)c1C the results were MEKK3 PB1 HTS 103, GalR3 antagonist -3, CRFBP-R2 agonist -2.0, CRFBP-R2 block -11, MEKK2mut PB1 HTS 5, MEKK2 WT-MEK5 107, NS3 helicase inh 1, FID counter -15 and SUMO HTRF inh -28.
`Cc1cc(C)n2nc(C(=O)N/N=C/c3ccc(Cl)cc3)nc2n1` gave MEKK3 PB1 HTS 108, GalR3 antagonist -6, CRFBP-R2 agonist -0.8, CRFBP-R2 block -4, MEKK2mut PB1 HTS 4, MEKK2 WT-MEK5 101, NS3 helicase inh 1, FID counter 4 and SUMO HTRF inh 8.
Screening CCNCc1nc2cc(OC)c(OC)cc2c(=O)[nH]1 returned MEKK3 PB1 HTS 100, GalR3 antagonist -6, CRFBP-R2 agonist 1.6, CRFBP-R2 block 3, MEKK2mut PB1 HTS -2, MEKK2 WT-MEK5 98, NS3 helicase inh 2, FID counter -7 and SUMO HTRF inh 19.
Screening O=C(CCc1ccccc1)NCc1ccccn1 returned MEKK3 PB1 HTS 94, GalR3 antagonist -4, CRFBP-R2 agonist 0.5, CRFBP-R2 block 2, MEKK2mut PB1 HTS 1, MEKK2 WT-MEK5 93, NS3 helicase inh 8, FID counter -3 and SUMO HTRF inh 23.
For CC(=O)c1ccc(NC(=O)C2C3CCC(C3)C2C(=O)O)cc1 (stereo not drawn) the results were MEKK3 PB1 HTS 107, GalR3 antagonist -10, CRFBP-R2 agonist 0.0, CRFBP-R2 block 13, MEKK2mut PB1 HTS 4, MEKK2 WT-MEK5 110, NS3 helicase inh -13, FID counter 0 and SUMO HTRF inh -3.
Screening Cc1[nH]nc(SCC(=O)N2CCCC2)c1[N+](=O)[O-] returned MEKK3 PB1 HTS 102, GalR3 antagonist 4, CRFBP-R2 agonist 0.1, CRFBP-R2 block 0, MEKK2mut PB1 HTS 0, MEKK2 WT-MEK5 100, NS3 helicase inh 17, FID counter 1 and SUMO HTRF inh 14.
CCOC(=O)N1CCN(S(=O)(=O)c2ccc(OC)c3ccccc23)CC1 was read as MEKK3 PB1 HTS 101, GalR3 antagonist -6, CRFBP-R2 agonist -0.4, CRFBP-R2 block 10, MEKK2mut PB1 HTS 1, MEKK2 WT-MEK5 100, NS3 helicase inh 4, FID counter -36 and SUMO HTRF inh -26.
CCOc1ccccc1C(=O)Nc1nnc(Cc2ccc(OC)c(OC)c2)s1 was read as MEKK3 PB1 HTS 105, GalR3 antagonist 1, CRFBP-R2 agonist 0.0, CRFBP-R2 block -2, MEKK2mut PB1 HTS 2, MEKK2 WT-MEK5 104, NS3 helicase inh -12, FID counter -36 and SUMO HTRF inh -4.
COc1ccc2c(Cl)c(-c3nnc(SCC(=O)c4ccccc4)n3C)sc2c1 was read as GalR3 antagonist 7, CRFBP-R2 agonist -1.1, CRFBP-R2 block -37, NS3 helicase inh -10, FID counter -4 and SUMO HTRF inh 0.
COc1ccc(/C=C/c2ccccc2)cc1[C@H]1[C@@H]2C=CCC[C@@]2(C)C(=O)N1Cc1ccccc1 was read as MEKK3 PB1 HTS 101, GalR3 antagonist -8, CRFBP-R2 agonist 0.0, CRFBP-R2 block -1, MEKK2mut PB1 HTS 2, MEKK2 WT-MEK5 98 and SUMO HTRF inh 19.
`Cn1c(=O)c2c(ncn2CC(=O)Nc2ccccc2)n(C)c1=O` gave MEKK3 PB1 HTS 93, GalR3 antagonist -4, CRFBP-R2 agonist -1.2, CRFBP-R2 block 10, MEKK2mut PB1 HTS -2, MEKK2 WT-MEK5 92, NS3 helicase inh -7, FID counter 1 and SUMO HTRF inh 4.
`Cn1c([N+](=O)[O-])cnc1N1CCN(c2nncs2)C1=O` gave MEKK3 PB1 HTS 96, GalR3 antagonist -8, CRFBP-R2 agonist 0.1, CRFBP-R2 block 5, MEKK2mut PB1 HTS 5, MEKK2 WT-MEK5 93, NS3 helicase inh 15, FID counter -1 and SUMO HTRF inh 0.
Screening Cc1ccc(N(C)C(=O)CCS(=O)(=O)c2cc3c(cc2Cl)NC(=O)CO3)cc1 returned MEKK3 PB1 HTS 101, CRFBP-R2 agonist -3.6, CRFBP-R2 block -2, MEKK2mut PB1 HTS 4, MEKK2 WT-MEK5 98, NS3 helicase inh 14, FID counter -24 and SUMO HTRF inh 5.
`CC(=O)OCC1OC(OCc2cn(C[C@H]3CC[C@@H]([C@@H]4CC[C@H](Cn5cc(COC6OC(COC(C)=O)C(OC(C)=O)C(OC(C)=O)C6OC(C)=O)nn5)O4)O3)nn2)C(OC(C)=O)C(OC(C)=O)C1OC(C)=O` (stereo partly drawn) gave MEKK3 PB1 HTS 102, GalR3 antagonist -4, CRFBP-R2 agonist 1.8, CRFBP-R2 block -4, MEKK2mut PB1 HTS 5, MEKK2 WT-MEK5 110, NS3 helicase inh 20, FID counter -51 and SUMO HTRF inh 7.
`O=C1CC(NNc2ccccc2)C(=O)N1c1ccc(N2CCCCC2)cc1` (stereo not drawn) gave MEKK3 PB1 HTS 101, GalR3 antagonist -6, CRFBP-R2 agonist -0.1, CRFBP-R2 block -9, MEKK2mut PB1 HTS -2, MEKK2 WT-MEK5 98, NS3 helicase inh 26, FID counter -21 and SUMO HTRF inh 15.
For O=C(NCc1ccccn1)c1cn(-c2ccccc2)nc1-c1ccc(Cl)cc1 the results were MEKK3 PB1 HTS 100, GalR3 antagonist -9, CRFBP-R2 agonist 0.6, CRFBP-R2 block -10, MEKK2mut PB1 HTS 12, MEKK2 WT-MEK5 106, NS3 helicase inh 11, FID counter -11 and SUMO HTRF inh -9.
For CN(C)CCCNc1oc(-c2cccc(Cl)c2)nc1C#N the results were MEKK3 PB1 HTS 108, GalR3 antagonist -5, CRFBP-R2 agonist 0.2, CRFBP-R2 block 8, MEKK2mut PB1 HTS 8, MEKK2 WT-MEK5 111, NS3 helicase inh -14, FID counter 15 and SUMO HTRF inh 26.
`COc1ccc(-c2csc(-n3ncc(-c4cccs4)c3N)n2)cc1` gave MEKK3 PB1 HTS 103, GalR3 antagonist -7, CRFBP-R2 agonist 1.6, CRFBP-R2 block -8, MEKK2mut PB1 HTS 1, MEKK2 WT-MEK5 98, NS3 helicase inh 5, FID counter -7 and SUMO HTRF inh 5.
Screening COc1ccc(Br)cc1CN(C)C(=O)c1cc(Cl)c2c(c1)OCCO2 returned MEKK3 PB1 HTS 104, GalR3 antagonist -10, CRFBP-R2 agonist -0.9, CRFBP-R2 block -23, MEKK2mut PB1 HTS 11, MEKK2 WT-MEK5 103, NS3 helicase inh -16, FID counter -33 and SUMO HTRF inh -2.
For COc1cccc2sc(NN)nc12 the results were MEKK3 PB1 HTS 99, GalR3 antagonist 5, CRFBP-R2 agonist -5.3, CRFBP-R2 block 10, MEKK2mut PB1 HTS -6, MEKK2 WT-MEK5 96, NS3 helicase inh 5, FID counter 0 and SUMO HTRF inh 7.
Screening O=[N+]([O-])c1cc(Cl)ccc1N1CCCCC1 returned MEKK3 PB1 HTS 104, GalR3 antagonist -3, CRFBP-R2 agonist -2.5, CRFBP-R2 block -11, MEKK2mut PB1 HTS 10, MEKK2 WT-MEK5 106, NS3 helicase inh -11, FID counter 1 and SUMO HTRF inh 3.
For S=C(NCCc1ccccc1)Nc1ccccc1N1CCOCC1 the results were MEKK3 PB1 HTS 96, GalR3 antagonist -10, CRFBP-R2 agonist -1.5, CRFBP-R2 block 11, MEKK2mut PB1 HTS -3, MEKK2 WT-MEK5 95, NS3 helicase inh -6, FID counter -14 and SUMO HTRF inh 10.
Screening FC(F)(F)c1ccc(CSc2nccn2-c2ccccc2)cc1 returned MEKK3 PB1 HTS 104, GalR3 antagonist -7, CRFBP-R2 agonist -1.3, CRFBP-R2 block 19, MEKK2mut PB1 HTS 9, MEKK2 WT-MEK5 104, NS3 helicase inh -6, FID counter -13 and SUMO HTRF inh 4.
Cc1nnc(C)n1/N=C/c1ccc(O)cc1 was read as MEKK3 PB1 HTS 99, GalR3 antagonist -3, CRFBP-R2 agonist -1.4, CRFBP-R2 block 19, MEKK2mut PB1 HTS -6, MEKK2 WT-MEK5 101, NS3 helicase inh -1, FID counter -2 and SUMO HTRF inh 22.
`C=CCC(=O)NC1CC(C)(C)Cc2c1cnn2-c1ccccc1C` (stereo not drawn) gave MEKK3 PB1 HTS 101, GalR3 antagonist -3, CRFBP-R2 agonist 0.3, CRFBP-R2 block -5, MEKK2mut PB1 HTS 5, MEKK2 WT-MEK5 105, NS3 helicase inh 6, FID counter -23 and SUMO HTRF inh 10.
`CCOc1ccc(S(=O)(=O)N2CCC(C(=O)NCCc3ccccc3)CC2)cc1` gave MEKK3 PB1 HTS 105, GalR3 antagonist -3, CRFBP-R2 agonist -0.7, CRFBP-R2 block 12, MEKK2mut PB1 HTS 5, MEKK2 WT-MEK5 107, NS3 helicase inh 9, FID counter -16 and SUMO HTRF inh 16.
For CSc1nc2ccc(S(=O)(=O)N(C)C)cc2s1 the results were MEKK3 PB1 HTS 104, GalR3 antagonist -4, CRFBP-R2 agonist -0.8, CRFBP-R2 block 8, MEKK2mut PB1 HTS 1, MEKK2 WT-MEK5 99, NS3 helicase inh 0, FID counter 0 and SUMO HTRF inh 17.
O=C(Nc1cc(Sc2ccccn2)cc([N+](=O)[O-])c1)c1cccc(Cl)c1 was read as MEKK3 PB1 HTS 125, GalR3 antagonist -6, CRFBP-R2 agonist -1.4, CRFBP-R2 block -11, MEKK2mut PB1 HTS 1, MEKK2 WT-MEK5 114, NS3 helicase inh -2, FID counter 9 and SUMO HTRF inh -23.
For CCNC(=S)N(CCCN(C)C)Cc1cc2cc3c(cc2[nH]c1=O)OCCO3 the results were MEKK3 PB1 HTS 103, GalR3 antagonist -8, CRFBP-R2 agonist 0.1, CRFBP-R2 block 4, MEKK2mut PB1 HTS 4, MEKK2 WT-MEK5 105, NS3 helicase inh 13, FID counter -4 and SUMO HTRF inh 0.

Source: PubChem BioAssay (several laboratories)
